Screens deposited in PubChem BioAssay by The Scripps Research Institute Molecular Screening Center.
GPR151 ag: activators of human GPR151 | Q8TDV0 | PathHunter beta-arrestin GPR151 cells, luminescence | activation, % at 11.2 µM | 650,000 tested, 1% active; in the data active = activation above about 4.9%;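 note: 0% = median of compound wells and 100% = cells with positive control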
Target sequence (Q8TDV0 whole entry, looked up): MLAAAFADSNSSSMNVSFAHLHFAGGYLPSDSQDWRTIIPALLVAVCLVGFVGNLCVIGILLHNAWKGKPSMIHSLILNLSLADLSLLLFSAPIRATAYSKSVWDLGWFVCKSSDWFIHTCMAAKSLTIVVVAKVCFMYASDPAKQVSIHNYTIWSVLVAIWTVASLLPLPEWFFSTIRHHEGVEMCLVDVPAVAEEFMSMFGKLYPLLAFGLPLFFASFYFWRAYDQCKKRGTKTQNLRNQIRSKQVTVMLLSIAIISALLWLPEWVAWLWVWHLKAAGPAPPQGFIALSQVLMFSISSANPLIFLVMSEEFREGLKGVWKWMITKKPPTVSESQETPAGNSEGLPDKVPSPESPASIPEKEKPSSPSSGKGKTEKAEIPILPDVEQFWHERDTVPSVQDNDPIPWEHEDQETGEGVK
TEAD-YAP block: TEAD-YAP interaction inhibition | inhibition, % at 9.12 µM | AID 1259422 | 640,000 tested, 1.4% active | HEK-TIYL cells, TEAD-Gal4/YAP UAS-luciferase luminescence; in the data active = inhibition above about 32%;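 note: 0% = median of test compound wells and 100% = reference inhibitor wells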
FBW7 act: human FBW7 E3 ligase activation, primary screen. AlphaScreen FBW7–phospho-cyclin E peptide binding, activator screen. normalized activity (activation), % at 26.1 µM. 650,000 tested, 0.13% active; in the data active = normalized activity above about 1.9%;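 note: purified mutant Fbw7 with reduced substrate affinity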
MITF primary: blocks human microphthalmia-associated transcription factor. O75030. AlphaScreen MITF homodimerization, bead proximity signal. inhibition, % at 2.6 µM. 650,000 tested, 0.91% active. AID 1259374; in the data active = inhibition above about 50%;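 note: 0% = vehicle wells with protein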
Target sequence (O75030 whole entry, looked up): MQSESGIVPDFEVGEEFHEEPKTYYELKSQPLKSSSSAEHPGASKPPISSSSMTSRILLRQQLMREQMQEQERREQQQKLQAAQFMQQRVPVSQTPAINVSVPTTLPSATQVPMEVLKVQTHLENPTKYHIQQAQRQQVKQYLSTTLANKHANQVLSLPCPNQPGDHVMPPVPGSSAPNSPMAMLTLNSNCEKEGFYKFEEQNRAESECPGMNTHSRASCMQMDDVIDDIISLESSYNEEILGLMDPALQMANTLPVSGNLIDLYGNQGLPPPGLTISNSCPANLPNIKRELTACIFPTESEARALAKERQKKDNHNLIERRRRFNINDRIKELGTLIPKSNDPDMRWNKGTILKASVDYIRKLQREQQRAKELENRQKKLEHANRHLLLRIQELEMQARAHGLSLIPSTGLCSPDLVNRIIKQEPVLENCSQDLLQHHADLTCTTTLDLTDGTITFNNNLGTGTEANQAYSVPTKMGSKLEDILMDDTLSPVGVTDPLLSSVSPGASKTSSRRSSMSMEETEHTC
The depositor's hits bear a star; & = joins results of further samples. Hits appear at their usual frequency. About 3.5% of those tested had a hit in this group.

SMILES	GPR151 ag	TEAD-YAP block	FBW7 act	MITF primary
CCN(CC)CCN(C)C(=O)c1cnn(-c2nccc(-c3cc4ccccc4o3)n2)c1C	0.0	-4	0.0	2
CC(=O)NC(Cc1ccccc1Cl)C(=O)NC1CCN(S(C)(=O)=O)CC1 (stereo not given)	2.6	11	0.1	-1
O=[N+]([O-])c1cccc(C2=NN(c3nc(-c4ccc(S(=O)(=O)N5CCCC5)cc4)cs3)C(c3ccc(F)cc3)C2)c1 (stereo not given)	-1.8	7	-0.1	9
COc1cc(/C=C2\C(=O)N(c3ccc(Cl)c(C(=O)O)c3)N=C2C)ccc1OCc1ccccc1	0.0	-11	-0.1	11
O=C(O)COc1ccc(N=Cc2nc(-c3ccc(Br)cc3)oc2O)cc1	-0.2	-11	0.0	5
COc1ccc(OCC(=O)Nc2cc(Cl)ccc2O)cc1	-0.6	-17	0.4	-2
CCCC(=O)N1CCC(=O)Nc2ccccc21	-1.0	6	0.1	-1
CC(C)CN(CC(C)C)S(=O)(=O)c1ccc(C(=O)Nc2nc3c(s2)CCc2ccccc2-3)cc1	-0.2	3	0.4	-7
Cc1cccc(OCc2nn3c(-c4ccccc4)nnc3s2)c1	1.2	3	-0.1	-6
COc1cccc(C(=O)Oc2cc(C)[nH]c(=O)c2[N+](=O)[O-])c1	-0.1	4	-0.2	-11
c1cc(-c2nc(NCCCN3CCOCC3)c3ccncc3n2)ccn1	0.0	11	-0.1	-5
CCSC1=C(C#N)C(=O)n2c1cc1c2CCCC1	-0.3	-2	0.0	14
COc1ccc(CCN2C(=O)CC(C(C)c3ccccc3)C2=O)cc1OC (stereo not given)	1.0	-4	0.0	2
O=C1c2sc3nc4c(c(=O)n3c2C(=O)N1c1ccc(Cl)cc1)CCC4	0.8	-4	-0.2	-10
CC(C)c1nnc(SCC(=O)Nc2nc3ccccc3s2)n1C	0.4	6	-0.3	2
CC(C(=O)NCCCN1CCCC1=O)n1c2ccccc2c2cnn(C)c(=O)c21 (stereo not given)	-0.3	-3	0.0	3
Cc1cccc(OC(=O)c2c([N+](=O)[O-])c(C)nn2C)c1C	4.9	0	0.3	11
CC1(C)CC2CC(C)(CN2C(=O)COC(=O)COc2ccc(C#N)cc2)C1 (stereo not given)	-0.6	0	0.3	3
N#CCSc1nc2cc(C(=O)NCc3ccccc3)ccc2c(=O)n1-c1ccccc1	1.4	9	-0.1	15
OCCCc1nc2cc3ccccc3cc2[nH]1	-2.8	-28	0.8	14
Cn1c(/C(C#N)=C/c2c(Cl)cccc2Cl)nc2ccccc21	-0.3	-2	0.0	-5
CCS(=O)(=O)n1cc(NC(=O)C2CC(c3ccccc3O)=NO2)cn1 (stereo not given)	0.5	-12	0.0	8
O=C1CC(CC(=O)N2CC3CCCC2C3)(c2cccc(F)c2)C(=O)N1Cc1cccnc1 (stereo not given)	0.7	-2	0.1	-4
O=C(N/N=C/c1ccccc1Br)c1ccc(O)cc1	-1.0	7	0.8	15
CC(C)(C)C(=O)N1CCN(S(=O)(=O)c2ccccc2)CC1	0.6	-2	0.0	-1
CCCCN1C(=O)C(=O)N(CC(=O)N2CCc3ccccc32)C1=O	1.2	3	0.1	8
COCCNC(=O)/C(C#N)=C1\N=C(N)c2ccccc21	-0.3	12	-0.1	5
COc1ccc(-c2c(C(F)(F)F)oc3c(CN4CCCCCC4)c(O)ccc3c2=O)cc1OC	-0.9	0	0.6	15
O=C(NNC(=O)C1CC1c1ccccc1)Nc1ccccc1 (stereo not given)	0.5	-1	0.2	-14
COc1ccc2c(c1)C(C)(c1cc(Cl)ccc1OC)C(=O)N2 (stereo not given)	-0.5	2	0.0	9
CC(CCl)Cn1c(Br)nc2c1c(=O)[nH]c(=O)n2C (stereo not given)	-0.9	-4	0.1	6
CC(C)n1nc(C(=O)NNC(=O)c2ccc(OC(F)F)cc2)c2ccccc2c1=O	-0.3	7	0.3	10
COc1ccc(C(=O)/C=C\Nc2cc(Cl)ccc2O)c(OC)c1	-0.8	-21	-0.1	-5
CN=C1SC(CC(=O)Nc2sc3c(c2C#N)CCCC3)C(=O)N1C (stereo not given)	-0.6&-0.2	10&5	-0.5&0.0	-5&25
CS(=O)(=O)N1CCN(Cc2nc3ccccc3[nH]2)CC1	-1.0	0	-0.5	72*
Cc1cc(NC2CCN(Cc3ccccc3)CC2)nc(Nc2ccccc2)n1	-0.5	2	0.2	20
O=C(COc1ccccc1)Nc1ccc2nn(-c3ccccc3)nc2c1	-0.4	-11	0.1	-2
CCN1C(=O)C(Cc2nc3ccccc3c(=O)n2C)c2ccccc21 (stereo not given)	2.7	-13	0.0	5
O=C(Nc1cccc(I)c1)C(Cl)Cl	0.4	20	-0.1	-2
CSCCC(NC(=O)COc1ccccc1)C(=O)N1CCC(C)CC1 (stereo not given)	0.1	-2	-0.1	-5

Part of the list above with just FBW7 act.
canonical_smiles	FBW7 act
COc1ccc(C(=O)/C=C\Nc2cc(Cl)ccc2O)c(OC)c1	-0.1
CN=C1SC(CC(=O)Nc2sc3c(c2C#N)CCCC3)C(=O)N1C (stereo not given)	-0.5&0.0

Next section:
SMILES	GPR151 ag	TEAD-YAP block	FBW7 act	MITF primary
C=CCNC(=O)C(=O)NCC1OCCCN1S(=O)(=O)c1ccc(F)cc1 (stereo not given)	-0.4	0	0.1	-10
Cc1c(C#N)c2nc3c(c(-c4ccccc4)c2n1-c1ccccc1)C(=O)CC(C)(C)C3	0.3	6	0.0	9
CCOC(=O)CN(C)C(=O)CCc1nnc(-c2ccc(-c3ccccc3)cc2)o1	1.0	5	0.2	11
CN(C)CCOCCOc1ccccc1-c1ccccc1	0.8	1	0.0	87*
COc1cc2c(cc1OC)C(c1cccc(Cl)c1)NC(=O)C2 (stereo not given)	-0.1	-4	-0.1	0
COc1ccc(NC(=O)Nc2ccccn2)cc1	-3.0	-31	0.2	13
O=C(NCc1ccccc1)c1ccc(N2C(=O)C3C4CCC(C4)C3C2=O)cc1 (stereo not given)	1.1	1	0.3	16
COc1ncccc1C(=O)N1CCCC(c2nnc(C)s2)C1 (stereo not given)	1.0	-2	-0.2	-2
Cc1ccccc1NC(=O)C(Cc1ccc([N+](=O)[O-])cc1)N1C(=O)c2ccccc2C1=O (stereo not given)	-0.9	3	0.1	6
CC1(C)CC(=O)C2=C(C1)N(c1ccc(F)cc1)C1=C(C(=O)CC(C)(C)C1)C2c1ccc(Cl)c([N+](=O)[O-])c1	-0.6	-11	-0.1	-5
Cc1ccc(Cl)cc1-c1ccc(/C=C2/SC(=Nc3ccccc3Cl)NC2=O)o1	0.0	8	0.2	22
CCCC1=NN2C(=N)/C(=C/c3ccc(OCCOc4ccccc4OC)cc3)C(=O)N=C2S1	0.8	3	-0.1	-6
CN(C)c1ncc(/C=C2/C(=O)NC(=O)N(c3cccc(C(F)(F)F)c3)C2=O)cn1	-0.2	7	-0.1	-3
Cc1cnc(N2CCC(N3CCOCC3)CC2)nc1NCCN1CCOCC1	-0.4	-5	0.0	2
Cc1ccc2cc3c(nc2c1)-c1ccccc1C3	-10	60*	0.3	9
CSc1nc(N)c2c3c(sc2n1)CCCC3	-1.8	-35	0.1	19
CC(C)(C)c1ccc(C(=O)Nc2ncn[nH]2)cc1	-4.2	-42	-0.1	-2
NCCCNC(=O)C12CC3CC(CC(C3)C1)C2	-0.5	2	0.1	12
CCOc1cc(-c2nnc(SCC(=O)Nc3ccc(C)c(Cl)c3)nc2-c2ccc(OC)c(OCC)c2)ccc1OC	-1.5	20	0.4	0
COc1ccc(CCNC(=O)CCCCCn2c(SCC(=O)NCC3CCCO3)nc3cc4c(cc3c2=O)OCO4)cc1OC (stereo not given)	1.4	4	0.0	-10
O=C(CC(=O)Nc1ccc(Cl)cn1)Nc1ccc2nc3n(c(=O)c2c1)CCCCC3	-0.2	2	0.1	9
CC(C)CC(c1nnnn1CC1CCCO1)N1CCN(Cc2ccc3c(c2)OCO3)CC1 (stereo not given)	0.5	-1	-0.1	5
COC(=O)CSc1ccc(S(=O)(=O)N2CCC(C)CC2)cc1[N+](=O)[O-]	-0.7	8	-0.1	5
CN(C)c1ccc(C(NC(=O)Cc2ccccc2)NC(=O)Cc2ccccc2)cc1	1.0	-7	-0.1	7
CC1(C)CC(=O)C=C(C(=O)N2CCC3(CC2)CC3C(=O)NCCc2ccccc2)O1 (stereo not given)	-0.7	-1	-0.1	14
COc1ccc(N2CCN(/C(=C\C#N)c3ccc([N+](=O)[O-])cc3)CC2)cc1	-0.6	-14	-0.1	3
COC(=O)Cn1cc(C=C(C#N)C#N)c2ccccc21	-0.2	7	-0.1	-8
NS(=O)(=O)c1ccc(CCNC(=O)c2oc(=O)c3ccccc3c2-c2ccccc2)cc1	-0.9	2	0.1	13
COc1cc2c(cc1OC)n(CC(=O)NCCCOC(C)C)n1c(C)cc(=O)nc21	0.0	3	0.1	1
COc1cccc(C(=O)Oc2coc(CSc3nncn3C)cc2=O)c1	-1.3	4	-0.1	-2
COc1ccccc1OC(=O)C1OC2OC(C)(C)OC2C2OC(C)(C)OC12 (stereo not given)	-0.4	2	0.1	2
CC(C)CNS(=O)(=O)c1cc(C(=O)OCC(=O)NC(N)=O)c(Cl)cc1Cl	-2.7	0	0.1	6
O=C(CSc1nc2ccccc2c(=O)n1CCc1ccccc1)NCc1ccccc1	1.4	2	-0.1	-6
O=C(CCS(=O)(=O)c1ccccc1)Nc1cccc(O)c1	-0.9	-43	0.0	-1
COc1ccc(CCN(C)C2CCCN(C(=O)C3=C(C)OCCO3)C2)cc1OC (stereo not given)	-1.3	0	0.0	14
O=C(NCc1cccc(C(F)(F)F)c1)c1csc(Nc2nccc3ccccc23)n1	2.0	-1	0.1	4
CCCCN(CCCC)S(=O)(=O)c1cccc(S(=O)(=O)c2ccc(Br)cc2)c1	2.2	0	0.0	0
Cc1cccc(Nc2nc(N3CCCCC3)ncc2F)c1C	-1.1	-4	-0.3	-2
CCCN1CNC(=S)N(c2ccccc2OC)C1	0.5	2	0.0	-2
COc1cccc(CN2C[C@@H]3C[C@@H](c4ccc(O)c(OC)c4)N4CCC[C@@]34C2=O)c1	-0.6	5	-0.1	-8
COC(=O)c1ccc(CNC(=O)CC2C(=O)NCCN2Cc2cccs2)cc1 (stereo not given)	-0.6	-7	0.4	5
O=c1[nH]c(=S)[nH]c(O)c1C=Nc1cccc(O)c1	0.7	-4	-0.3	-7
O=C(O)Cn1cc(/C=C2\C(=O)NC(=S)N(c3cccc(F)c3)C2=O)c2ccccc21	-1.2	3	-0.1	26
Cc1ccc(S(=O)(=O)N2CCC(C(=O)N3CCC(C)CC3)CC2)cc1	0.7	-4	0.0	1
O=C(NCC1CCC2(CCN(Cc3cccc4cccnc34)CC2)O1)c1ccco1 (stereo not given)	0.1	4	0.0	-5
CN1C(=O)NC2(CCN(CC(=O)N3CCc4ccccc43)CC2)C1=O	-0.2	5	0.1	-5
C/C(=N/NC(=O)c1ccc(F)cc1)c1cccc([N+](=O)[O-])c1	0.4	-33	0.1	6
Cc1c(/C=C2\SC(=S)NC2=O)c(=O)n(-c2ccccc2)n1C	-0.7	18	0.7	3
Cc1ccc(-n2ncc3c(N(CCO)Cc4ccccc4)ncnc32)cc1C	1.1	-62	-0.1	1
COc1ccc(NC(=O)c2nn(-c3ccccc3OC)c(=O)c3ccccc23)cc1OC	0.7	-2	0.3	18
O=C(O)CCN1C(=O)c2ccc(NC(=O)COc3ccccc3)cc2C1=O	-0.4	-8	0.0	-5
N/C(=N/O)c1nn(-c2ccccc2)nc1N1CCCCC1	-0.7	-5	0.1	-11
O=C(c1ccc(F)cc1)N1CCN(S(=O)(=O)c2ccc(F)cc2)CC1	2.0	-8	0.1	-9
CC(=O)Nc1ccc(NC(=O)CCC(=O)OCC(=O)c2cccc([N+](=O)[O-])c2)cc1	1.1	-5	-0.2	-11
CCCCC(=O)N1c2ccccc2NC2=C(C(=O)CCC2)C1c1ccccc1OC (stereo not given)	1.6	9	-0.1	0
Cc1ccc(C(=O)N2CCN(S(=O)(=O)c3cc4c5c(c3)CCN5C(=O)CC4)CC2)cc1C	0.0	14	0.1	17
O=C1C2ON(c3ccccc3)C(c3cccs3)C2C(=O)N1c1cccc(Cl)c1 (stereo not given)	-0.7	4	0.0	4
CCOc1ccc(-n2cccc2C=C(C#N)C#N)cc1	-0.3	6	-0.2	7
COCCNc1ccc2ncc(-c3ccc4c(c3)OCO4)n2n1	1.5	39*	0.1	4

Quoted at random: six records from the list.
SMILES	GPR151 ag	TEAD-YAP block	FBW7 act	MITF primary
Cc1c(/C=C2\SC(=S)NC2=O)c(=O)n(-c2ccccc2)n1C	-0.7	18	0.7	3
O=C(O)Cn1cc(/C=C2\C(=O)NC(=S)N(c3cccc(F)c3)C2=O)c2ccccc21	-1.2	3	-0.1	26
COC(=O)c1ccc(CNC(=O)CC2C(=O)NCCN2Cc2cccs2)cc1 (stereo not given)	-0.6	-7	0.4	5
O=C(O)CCN1C(=O)c2ccc(NC(=O)COc3ccccc3)cc2C1=O	-0.4	-8	0.0	-5
Cc1ccc(-n2ncc3c(N(CCO)Cc4ccccc4)ncnc32)cc1C	1.1	-62	-0.1	1
CCOc1ccc(-n2cccc2C=C(C#N)C#N)cc1	-0.3	6	-0.2	7
